RORgamma inh: blocks mouse ROR gamma transcriptional activity. P51450. Drosophila S2 Gal4-RORgamma UAS-luciferase reporter, 20 h. Potency, µM (series often up to 53.6 µM), for inactives: at the top dose activity change, negative = inhibition, most hits filed as inhibitors. 5.4% of 310,000 active. AID 2551; also: potency is read from the fitted curve at half-maximal effect; % is scaled to controls: 0 for no effect and ±100 for the full control effect; nearly all actives have a fitted effect of over 60% in size
Target sequence (P51450 whole entry, looked up, the tested form may be a part): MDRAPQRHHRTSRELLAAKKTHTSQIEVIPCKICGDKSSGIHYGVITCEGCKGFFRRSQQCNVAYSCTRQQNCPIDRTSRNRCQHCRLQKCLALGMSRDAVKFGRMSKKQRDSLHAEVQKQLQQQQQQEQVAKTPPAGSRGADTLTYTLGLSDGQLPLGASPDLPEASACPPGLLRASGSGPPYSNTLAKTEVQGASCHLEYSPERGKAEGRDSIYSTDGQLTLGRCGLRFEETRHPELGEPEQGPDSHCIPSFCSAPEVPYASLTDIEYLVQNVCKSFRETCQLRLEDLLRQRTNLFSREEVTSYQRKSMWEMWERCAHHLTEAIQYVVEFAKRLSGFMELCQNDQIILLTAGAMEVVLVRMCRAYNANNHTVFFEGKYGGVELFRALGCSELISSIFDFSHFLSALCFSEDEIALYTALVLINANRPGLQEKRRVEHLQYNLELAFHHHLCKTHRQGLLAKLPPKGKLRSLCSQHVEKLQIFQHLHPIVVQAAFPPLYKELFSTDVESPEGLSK
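Compounds are pin-transferred onto Drosophila Schneider cells expressing a copper-inducible Gal4–ROR gamma transactivation domain fusion. After 1 hr, copper sulfate is added to 700 uM final; luciferase is read 20 hr later.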
ELG1 DNA repair: blocks ELG1-dependent DNA repair in HEK293T cells | HEK293T ELG1-luciferase reporter, luminescence, 16 h; DNA damage induced by 5-fluorouridine | Potency, µM (titrated, usually from 46.1 µM), inactives show top-dose activity change, negative = inhibition, most hits filed as inhibitors | 2.3% of 330,000 active; also: potency is read from the fitted curve at half-maximal effect; % is scaled to controls: 0 for no effect and ±100 for the full control effect; nearly all actives have a fitted effect of over 55% in size
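In this reporter screen, reduction of luminescence relative to DMSO vehicle indicated activity. Compounds and 5-fluorouridine were added together to 2,000 cells per well, incubated for 16 hr at 37 °C, then developed with ONE-Glo.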
Rab9 prom act: Rab9 promoter activation. 2.8% of 320,000 active. Huh7 Rab9 promoter-luciferase reporter, luminescence, 24 h. AID 485297. Potency, µM (doses to about 9.22 µM), without a hit: at the highest dose activation, negative = inhibition, actives largely listed as activators; also: potency is read from the fitted curve at half-maximal effect; % of control where 0% means no effect; nearly all actives have a fitted effect of over 60% in size
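Huh7 cells stably carrying Rab9 promoter–luciferase reporter, plated 1500 cells/well, compound added after 2 h and incubated 24 h at 37 °C; luciferase luminescence then read after 10 min with detection reagent.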
TRPV1 ag: activates the human vanilloid receptor TRPV1. TRPV1-expressing cells, Fluo-8 calcium influx, agonist mode. activation, % at 8.33 µM. 0.19% of 320,000 active; in the data active = activation above about 80%; inconclusive = between about 30% and that limit; also: 0% is about no effect
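Fluo-8 calcium influx in TRPV1-expressing cells, kinetic read (ex 480/em 520 nm). Compound added and read 3 min for agonist activity, followed by capsaicin at EC20 final and 2 min further read for enhancement.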
FLuc counter: firefly luciferase modulation, counter-screen for miR-21 project; Potency, µM (series often up to 57.5 µM), without a hit: at the highest dose activity change, negative = inhibition, most hits filed as inhibitors; 6.9% of 360,000 active; P08659; purified FLuc, Km substrates, luminescence inhibition;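 also: potency is read from the fitted curve at half-maximal effect; plate controls were vehicle for no effect and reference inhibitor for full effect; nearly all actives have a fitted effect of over 55% in size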
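Purified P. pyralis luciferase, 10 nM final, with Km-level 10 uM D-luciferin and 10 uM ATP in 50 mM Tris acetate pH 7.5, 10 mM Mg acetate, 0.01% Tween-20, 0.05% BSA; 6-point qHTS titration about 60 µM downward; luminescence read.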
BRCA1 expr up: activators of BRCA1 expression | MCF7-BRCA1-FFLuc reporter, luminescence, 48 h; response scale: scaled: vehicle 0%, 10 µM genistein 100% | 1.1% of 380,000 active | Potency, µM (doses to about 46.1 µM), for the others: at the top dose activation, actives largely listed as activators; also: potency is read from the fitted curve at half-maximal effect; nearly all actives have a fitted effect of over 80% in size; some results filed as inactive show a strong effect at the top dose
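Luminescence from a BRCA1-driven firefly luciferase in MCF7 cells was read after 48 h compound exposure at 37 C. Data normalized against DMSO and a 10microM genistein activation control, then curve-fitted across the titration.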
p53 reactivation: re-activators of mutant p53; H1299 p53-A138V BP100-luciferase reporter, luminescence, 24 h; Potency, µM (series often up to 92.2 µM), inactives show at the highest dose activity change, positive = activation, usual class: activators; 0.063% of 320,000 active; AID 504706; also: potency is read from the fitted curve at half-maximal effect; % of control where 0% means no effect; nearly all actives have a fitted effect of over 45% in size
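H1299 (p53-null), stable ts p53-A138V + BP100-Luc; 1000 cells/well, Opti-MEM/10% FBS; cpd 4 pt, 1:5; 24 h, 37 deg C, 5% CO2; detection reagent 10 min RT; luminescence.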
ELG1 genotox: genotoxicity induction in ELG1-luciferase HEK293T cells; HEK293T ELG1-luciferase reporter, luminescence, 16 h; Potency, µM (doses to about 46 µM), for inactives: at the top dose activity change, positive = activation, usual class: activators; 1.3% of 330,000 active; also: potency is read from the fitted curve at half-maximal effect; % of control where 0% means no effect; nearly all actives have a fitted effect of over 60% in size
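16 hr compound incubation (37 °C, 5% CO2) of HEK293T cells carrying luciferase-tagged ELG1; luciferase then measured by ONE-Glo luminescence after 30 min at RT.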
VP16 counter: Gal4-VP16 reporter inhibition counter-screen; AID 2546; Drosophila S2 Gal4-VP16 UAS-luciferase, luminescence, 20 h; Potency, µM (doses to about 53.6 µM), for the others: top-dose activity, negative = inhibition, usual class: inhibitors; 3.5% of 310,000 active;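 also: Gal4-VP16 expression switched on by copper sulfate through the metallothionein promoter; potency is read from the fitted curve at half-maximal effect; % is scaled to controls: 0 for no effect and ±100 for the full control effect; nearly all actives have a fitted effect of over 50% in size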
Tb PFK inh: T. brucei PFK enzyme inhibition. T. brucei PFK, ADP-Glo luminescence. 0.17% of 330,000 active. O15648. Potency, µM (top dose mostly 57.5 µM), inactives show top-dose activity, negative = inhibition, hits mostly inhibitors;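 also: potency is read from the fitted curve at half-maximal effect; 0% = uninhibited 1x PFK enzyme wells and -100% = no-enzyme wells; nearly all actives have a fitted effect of over 60% in size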
Target sequence (O15648 whole entry, looked up): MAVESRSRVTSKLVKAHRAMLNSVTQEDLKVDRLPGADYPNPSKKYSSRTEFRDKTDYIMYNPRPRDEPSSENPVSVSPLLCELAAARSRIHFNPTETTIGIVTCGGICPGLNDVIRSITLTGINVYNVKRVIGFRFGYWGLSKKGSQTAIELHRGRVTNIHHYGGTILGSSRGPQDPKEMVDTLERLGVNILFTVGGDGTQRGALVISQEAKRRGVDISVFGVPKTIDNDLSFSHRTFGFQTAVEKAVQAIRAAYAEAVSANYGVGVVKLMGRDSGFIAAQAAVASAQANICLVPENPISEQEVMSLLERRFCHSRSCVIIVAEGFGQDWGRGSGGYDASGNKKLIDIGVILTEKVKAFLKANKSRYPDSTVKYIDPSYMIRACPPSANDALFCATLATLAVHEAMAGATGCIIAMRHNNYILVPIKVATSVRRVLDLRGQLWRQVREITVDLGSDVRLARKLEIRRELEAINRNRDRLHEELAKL
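Luminescent ADP detection (ADP-Glo, two-step: ATP depletion then ADP-to-ATP conversion for luciferase) reported PFK activity after 45 min room-temperature reaction of 1.25 nM enzyme with 0.5 mM F6P and 0.1 mM ATP at pH 8.0.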
NPC1 promoter act: NPC1 promoter activation | 2.4% of 320,000 active | Huh7 NPC1 promoter luciferase reporter, 24 h | Potency, µM (highest dose often 9.22 µM), without a hit: top-dose activation, hits mostly activators;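 also: potency is read from the fitted curve at half-maximal effect; % of control where 0% means no effect; nearly all actives have a fitted effect of over 60% in size; reporter is driven by a mutant NPC1 promoter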
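Cells: Huh7 expressing luciferase under the NPC1 promoter, 1500/well. Seeded 2 h, compound added, incubated 24 h at 37 °C. Luciferase reagent, 10 min ambient, then luminescence.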
An asterisk follows results filed as active; ? = inconclusive; . = not tested or not shown; & = joins results of further samples; [ ] = remark or other dose. Unless noted, calls follow the shape of the dose curve; as a rule, active = well fitted curve in the direction sought with a large enough effect; inconclusive = small, poorly fitted or top-dose-only effect, or another doubt; inactive = no such curve, though single readings can be large; an effect the other way counts as inactive or inconclusive.

Preview:
Results follow in this order: RORgamma inh	ELG1 DNA repair	Rab9 prom act	TRPV1 ag	FLuc counter	BRCA1 expr up	p53 reactivation	ELG1 genotox	VP16 counter	Tb PFK inh	NPC1 promoter act
> [O-][n+]1onc2c1CCc1c-2nc(-c2ccccc2)n1OCc1ccccc1
    -40%	-21%	1%	?	0%	-9%	7%	-5%	-2%	0%	-7%
> CCCCCC(=O)NC(NC(=S)N1CCOCC1)C(Cl)(Cl)Cl (centres undefined)
    ?	-11%	-2%	83*	2%	-19%	-1%	-2%	-6%	3%	-4%

The whole of this part, from the first entry:
Results follow in this order: RORgamma inh	ELG1 DNA repair	Rab9 prom act	TRPV1 ag	FLuc counter	BRCA1 expr up	p53 reactivation	ELG1 genotox	VP16 counter	Tb PFK inh	NPC1 promoter act
> [O-][n+]1onc2c1CCc1c-2nc(-c2ccccc2)n1OCc1ccccc1
    -40%	-21%	1%	?	0%	-9%	7%	-5%	-2%	0%	-7%
> CCCCCC(=O)NC(NC(=S)N1CCOCC1)C(Cl)(Cl)Cl (centres undefined)
    ?	-11%	-2%	83*	2%	-19%	-1%	-2%	-6%	3%	-4%
> Cc1ccc(-c2csc(NC3OC(=O)c4ccccc43)n2)cc1 (centres undefined)
    -6%	?	-3%	-2	-18%	-62%	-13%	-7%	2%	-3%	-12%
> Brc1ccccc1-c1nnc(COc2cccc3cccnc23)o1
    -1%	?	-3%	0	?	-8%	1%	15%	23%	1%	2%
> CCC(=O)Nc1nc(OC)cc(OC)n1
    -10%	10%	-2%	1	3%	-10%	2%	1%	2%	5%	-3%
> CCOC(=O)NC(Nc1ccc(OC)cc1)(C(F)(F)F)C(F)(F)F
    -12%	?	-1%	-1	0%	-20%	1%	1%	-9%	2%	0%
> CC(=O)c1cccc(OCc2cc(C(=O)N3CCSCC3)no2)c1
    -21%	?	3.2µM*	?	11µM*	?	?	9.2µM*	-4%	-6%	?
> CCOCCCNC(=S)N1CCC(C(=O)c2ccc(C)cc2)CC1
    11%[1.91 µM]	-7%	-4%	0	5%	-17%	.	-3%	6%	0%	-5%
> CCC(c1nnnn1C1CCCCC1)N1CCN(C(=O)c2ccco2)CC1 (centres undefined)
    4%	0%	0%	-1	-2%	0%	5%	1%	-5%	-2%	-6%
> CC(C)(C)c1ccc(C(=O)NNC(=O)c2cccc(Br)c2)cc1
    ?	?	27%	?	1%	30%	3%	14%	?	4%	10%
> N#C/C(=C\c1ccccc1OCc1ccc(C(=O)O)cc1)c1ccccc1
    ?	-6%	-3%	0	?	18%	9%	7%	-16%	-2%	-11%
> Cc1ccc2c(Cn3cc(C(F)(F)F)cc(Cl)c3=O)cc(=O)oc2c1
    -5%	-2%	-1%	-1	5%	.	1%	-2%	-8%	0%	-2%
> C=CCn1c(SCC(N)=O)nc2sc3c(c2c1=O)CCC3
    -37%	-14%	-2%	10	1%	-1%	13%	3%	?	-2%	-2%
> Cc1cc(C)cc(C(=O)NC(CC(N)=O)c2ccc(NCCN3CCOCC3)c([N+](=O)[O-])c2)c1 (centres undefined)
    4%	-2%	-1%	4	3%	-2%	.	3%	4%	-2%	-1%
> Cc1nc2cc(NCc3cccs3)ccc2n1C
    -30%	?	?	-5	15µM*	?	?	28%	-10%[10 µM]	-2%	?
> CCOC(=O)c1ccc(S(=O)(=O)N2CCN(C(=O)c3cc4ccccc4o3)CC2)cc1
    .	-4%	-1%	-1	-1%	0%	5%	-2%	.	-2%	-1%
> Cc1coc2c(C)c3oc(=O)c(CCC(=O)NCCCN4CCOCC4)c(C)c3cc12
    -18%	-5%	-3%	-2	3%	0%	11%	-2%	-7%	1%	0%
> COc1cc(/C=C2/SC(=S)NC2=O)ccc1OS(=O)(=O)c1ccc(C)cc1
    ?	?	1%	3	-3%	-77%	19%	-6%	?	-2%	-4%
> Cc1cc(C)c2cc3c(ccn3C3OC[C@H](O)[C@H](O)[C@H]3O)cc2n1 (some centres undefined)
    12%	5%	1%	0	-1%	35%	-7%	15%	5%	-3%	0%
> N#Cc1ccc(OCc2ccc(C(=O)O)o2)cc1
    -1%	-1%	11%	3	?	31%	0%	0%	-9%	4%	-5%
> Cc1ccc(-c2cc(-c3ccc4c(c3)OCO4)c(C#N)c(N)n2)o1
    ?	21µM*	3%	0	-10%	-81%	3%	6%	?	-20%	-3%
> Clc1ncnc2scc(-c3ccc(Br)cc3)c12
    11µM*	3%	-6%	-2	-14%	-26%	-1%	0%	?	1%	6%
> COc1ccc(/C=N/n2c(=O)[nH]c3c([nH]c4ccc(Cl)cc43)c2=O)cc1CN1CCCCC1
    -1%	8%	0%	.	0%	-10%	-5%	0%	4%	-12%	0%
> COCc1cc(C)nc(N/N=C/c2ccc(-c3ccc(C(=O)O)c(Cl)c3)o2)c1C#N
    6%	6%	1%	2	-1%	.	8%	-1%	-6%	0%	-1%
> CC(=O)N1c2c(cc(Br)cc2S(=O)(=O)Nc2c(C)n(C)n(-c3ccccc3)c2=O)CC1C (centres undefined)
    32%	?	-2%	-1	-6%	0%	1%	9%	0%	1%	-3%
> Cc1noc(C)c1COc1ccc(C(=O)N2CCCC(C(F)(F)F)C2)cc1 (centres undefined)
    27%	-5%	0%	16	3%	-17%	1%	2%	-3%	-3%	1%
> CCN1C(C)=C(C)S/C1=C1\SC(=S)N(NC(C)=O)C1=O
    -2%	-4%	-7%	0	0%	3%	-2%	-5%	3%	1%	-4%
> CCOC(=O)CNC(=O)CSc1nnc(COc2ccc(Cl)cc2)n1CC
    7.9µM*	21%	1%	-1	-3%	-1%	-4%	0%	?	0%	-4%
> COc1ccc(NC(=O)CCNS(=O)(=O)c2cccc3nonc23)cc1
    2%	-2%	-1%	-2	-1%&4%	-24%&-4%	?	-1%	0%	0%	-1%
> COc1ccc(C(=O)N2CCCC(CO)(Cc3ccccc3C)C2)o1 (centres undefined)
    1%	19%	5%	12	-2%	-12%	-3%	7%	6%	0%	0%
> CCOP(=O)(OCC)C(NC(=O)Nc1ccc(C)cc1)C(N)=O (centres undefined)
    4%	-5%	-2%	1	0%	3%	-3%	0%	-5%	0%	-2%
> S=C(NC1CC1)N1CCCc2ccccc21
    -16%	?	-2%	1	2%	16%	19%	3%	2%	0%	0%
> Cc1ccc(NC(=O)c2ccc(NCCN)c([N+](=O)[O-])c2)cc1
    6.3µM*	?	0%	6	-12%	-23%	20%	-3%	-28%	0%	0%
> CCOC(=O)c1c(C)cc(C)n2c1nc1ccccc12
    5.6µM*	-24%	8%	-2	-19%	-3%	-3%	-1%	5%	-4%	-4%
> COc1ccc(OC)c(NC(=O)c2nc3ccccc3s2)c1
    3%	?	9%	6	-19%	24%	6%	5%	-14%	5%	11%
> CCCNc1nc2c(c(=O)[nH]c(=O)n2C)n1CCOc1ccccc1
    21%	-4%	-6%[1.84 µM]	1	-1%	-43%	-4%	?	-4%	0%	-1%
> Cc1cccn2c(=O)c3cc(C(=O)NCc4ccco4)c(=N)n(C4CCCCC4)c3nc12
    -26%	?	0%	?	-1%	-38%	5%	-19%	0%	5%	-2%
> O=C(OCc1c(Cl)cccc1Cl)c1ccncc1
    -3%	-2%	-3%	12	2%	-2%	-16%	2%	-2%	-5%	-2%
> S=c1[nH]nc(CSCc2ccc(Cl)cc2Cl)n1-c1ccccc1
    1.3µM*	-4%	-7%	8	-13%	4%	-5%	-8%	-2%[0.365 µM]	-2%	5%
> S=C(NCCOCCOCCNC(=S)Nc1ccccc1)Nc1ccccc1
    5µM*	?	-31%[inhibitor]	6	-4%	-15%	-3%	-4%	?	-21%	8%
> COc1cc(OC)cc(C(=O)O/N=C(\N)c2cccc(C)c2)c1
    -32%	?	?	-7	24µM*	21%	13%	0%	?	-14%	?
> Cc1c(OC(C(=O)O)c2ccccc2)ccc2c1oc(=O)c1ccccc12 (centres undefined)
    -13%	-2%	2%	-1	2%	-2%	.	1%	-10%	4%	-3%
> CCN(CCNC(=O)CS(=O)(=O)Cc1nc(-c2cccc(OC)c2)oc1C)c1ccccc1
    18%	18µM*	-3%	10	-1%	-6%	-5%	-12%	-13%	-1%	1%
> Cc1ccc(CNCCCSc2ncccn2)cc1
    -3%	4%	0%	2	2%	0%	-1%	-10%	-11%	1%	-5%
> Cc1ccccc1-n1nc2c(c1NC(=O)C1CCCC1)CS(=O)(=O)C2
    24%	13%	0%	4	-1%	-2%	6%	0%	-8%	4%	-3%
> CCN1CCN(C(c2cccs2)C(C)NC(=O)c2cccc(OC)c2OC)CC1 (centres undefined)
    8%	15%	-11%	7	0%	-24%	?	2%	-4%	-1%	-1%

Assay outcomes: PubChem, National Center for Advancing Translational Sciences (NCATS)
